# Compound activity from PubChem.
# LmPK inh – inhibitors of Leishmania mexicana pyruvate kinase; 0.37% of 290,000 active; Potency, µM (doses to about 57.5 µM), for the others: top-dose activity change, negative = inhibition, most hits filed as inhibitors; AID 1721; purified LmPK, Kinase-Glo ATP luminescence, 1 h
# Target sequence (Q27686 whole entry, looked up): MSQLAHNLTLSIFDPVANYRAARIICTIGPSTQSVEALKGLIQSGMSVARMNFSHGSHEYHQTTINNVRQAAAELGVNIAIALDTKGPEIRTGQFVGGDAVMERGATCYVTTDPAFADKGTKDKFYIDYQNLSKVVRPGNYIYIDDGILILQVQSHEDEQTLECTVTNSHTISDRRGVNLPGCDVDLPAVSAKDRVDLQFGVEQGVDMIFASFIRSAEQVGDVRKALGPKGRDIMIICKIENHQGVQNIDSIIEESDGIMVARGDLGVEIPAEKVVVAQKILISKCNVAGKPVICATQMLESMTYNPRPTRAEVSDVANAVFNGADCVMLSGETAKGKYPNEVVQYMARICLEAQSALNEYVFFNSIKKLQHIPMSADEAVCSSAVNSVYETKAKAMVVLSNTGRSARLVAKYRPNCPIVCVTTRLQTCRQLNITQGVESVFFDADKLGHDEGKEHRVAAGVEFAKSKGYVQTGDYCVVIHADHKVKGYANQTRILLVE
#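 ATP generated from ADP (0.1 mM) and PEP (0.5 mM) by 0.1 nM LmPK over 1 h at room temperature (pH 7.2 imidazole buffer) was detected by coupled luciferase luminescence. Values were normalized to uninhibited and no-enzyme wells.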
# TbPYK inhibitor – inhibitors of Trypanosoma brucei pyruvate kinase | AID 624173 | TbPYK enzyme, Kinase-Glo Plus ATP luminescence, 45 min | 0.12% of 410,000 active | Q57TT1 | Potency, µM (series often up to 76.8 µM), without a hit: at the highest dose activity, negative = inhibition, actives largely listed as inhibitors; note: nearly all actives have a fitted effect of over 50% in size
#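 Screened from lowest to highest concentration, compounds were pinned into TbPYK/substrate mixtures, and ADP (130 uM final) was added. Plates sat at room temperature for 45 min prior to Kinase-Glo Plus detection by luminescence.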
# HCV inhibitor – HCV inhibition; Huh7.5.1 HCVcc-Cre infection, luciferase reporter, 44 h; Potency, µM (series often up to 41.8 µM), without a hit: at the top dose activity change, negative = inhibition, usual class: inhibitors; 3.4% of 340,000 active
#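 Infectious HCVcc-Cre (~0.5 moi) was added to cells just after compound, with cells seeded 4 h earlier at 1,000 per well. Luciferase activity after 44 h culture reported infection; substrate was incubated 15 min at room temperature before reading.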
# Pf growth 96h – inhibits malaria parasite growth, 96 h; P. falciparum luciferase reporter growth, 96 h; Potency, µM (titrated, usually from 28.7 µM), inactives show at the highest dose activity change, negative = inhibition, actives largely listed as inhibitors; 6.9% of 320,000 active; AID 504834
#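 Luminescence readout: decreased luciferase signal marks inhibited growth of reporter-expressing P. falciparum in infected red cells (2% hematocrit, 0.05% parasitemia final), exposed to compound two generations (96 h, 37 C, 5% CO2).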
# Pf growth 48h – P. falciparum growth inhibition at 48 hours (one generation); 5.9% of 310,000 active; Potency, µM (highest dose often 28.7 µM), inactives show at the top dose activity change, negative = inhibition, most hits filed as inhibitors; AID 504832; P. falciparum luciferase growth in erythrocytes, 48 h
#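 Luciferase-expressing P. falciparum in infected erythrocytes (2% hematocrit, 0.1% parasitemia final) in RPMI 1640/0.5% Albumax were exposed to compound for 48 hours at 37 C, 5% CO2; growth read as luminescence.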
# Sm TGR inh – S. mansoni TGR enzyme inhibition; Q962Y6; purified TGR, DTNB reduction, TNB absorbance 405 nm; Potency, µM (series often up to 114 µM), without a hit: at the top dose activity change, negative = inhibition, actives largely listed as inhibitors; 3% of 360,000 active; AID 485364; note: nearly all actives have a fitted effect of over 60% in size
#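 Kinetic colorimetric format: TGR-catalysed, NADPH-driven DTNB reduction monitored via TNB absorbance. Enzyme dispensed at 20 nM; compound exposure 15 min at room temperature before reaction start.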
# Numbers without * were called inactive; ? = inconclusive; · = not tested or not shown; & = joins results of further samples; [ ] = remark or other dose. Calls come from the whole dose curve; as a rule, active = well fitted curve in the direction sought with a large enough effect; inconclusive = small, poorly fitted or top-dose-only effect, or another doubt; inactive = no such curve, though single readings can be large; an effect the other way counts as inactive or inconclusive. % is set by controls: 0 for no effect and ±100 for the full control effect; potency is the fitted concentration of half-maximal effect.
# The line under a structure holds: LmPK inh	TbPYK inhibitor	HCV inhibitor	Pf growth 96h	Pf growth 48h	Sm TGR inh
> CC(=O)N1Cc2ccccc2CC1C(=O)N1CCN(c2ccccc2)CC1 (configuration not stated)
    -1.5%	-0.7%	14.1%	?	10.0%	0.3%
> O=C(C(Cc1ccccc1)n1cccc1)N1CCCCCC1 (configuration not stated)
    1.7%	-1.1%	14.7%	-36.3%	3.5%	?
> Cc1ccc(CNc2ccc(N3CCOCC3)cc2)cc1
    -5.7%	-16.3%	?	0.0%	-1.5%	-1.7%
> COc1cccc(C2NC(=O)NC(C)=C2C(=O)OCC2CCCO2)c1 (configuration not stated)
    -11.1%	3.6%	19.1%	?	7.2%	-22.2%
> CCS(=O)(=O)Nc1cc2c3c(c1)CCN3C(=O)CC2
    -1.8%	-4.5%	11.5%	45.7%[activator]	20.7%	-9.7%
> CN(Cc1ccon1)C(=O)C1CCC(=O)N(CCc2ccc(Cl)cc2)C1 (configuration not stated)
    -10.5%	0.0%	6.2%	?	5.0%	-5.5%
> CCCOc1nc(N)c(C#N)c(-c2ccccc2F)c1C#N
    -1.0%	-1.6%	35.5µM*	-27.1%	5.4%	1.3%
> Nc1c(C(=O)NCc2ccccc2)nnn1Cc1ccccc1
    7.2%	-0.7%	15.7%	-30.0%	·	0.3%
> COc1ccc(S(=O)(=O)N2CCN(Cc3ccc(Cl)cc3)CC2)cc1
    -1.4%	32.0%[activator]	?	·	21.4%	15.0%
> COc1ccc(C(C[N+](=O)[O-])c2c(-c3ccccc3)cc3ccccn23)cc1 (configuration not stated)
    -2.4%	1.8%	-12.0%	5.4%[5.75 µM]	?	-30.2%
> Cc1cc(NC(=O)c2cccnc2)ccc1NC(=O)c1ccco1
    -26.3%	-2.1%	7.7%	·	57.9%[activator]	12.1%
> CC(C)OC(=O)CC12CN3CC(CC(=O)OC(C)C)(CN(C1)C(=O)c1ccccc1C3=O)C2=O
    -0.2%	-8.3%	22.4%	-12.6%	-16.7%	-24.3%
> Cc1ccc(S(=O)(=O)N2CCN(C(=O)COC(=O)CCOc3ccccc3C)CC2)cc1
    ·	-2.6%	7.3%	6.0%	1.9%	5.6%
> COc1ccc(/C=C2\SC(=O)N(CC(=O)NC3C=CS(=O)(=O)C3)C2=O)cc1 (configuration not stated)
    -5.4%	-6.1%	9.0%	-5.4%	0.7%	-1.5%
> COc1cc(N2CCCC2)c(OC)cc1/C=c1/sc2nc3ccccc3n2c1=O
    -6.6%	·	·	1.5%	32.7%[activator]	-1.2%
> Cc1ccc2c(c1)C1CCCC3C1N2CC(=O)N3Cc1ccccc1 (configuration not stated)
    -1.3%	·	·	5.4%	·	50.1µM*
> O=C(NCc1ccccn1)c1ccc(CNS(=O)(=O)c2cccc(Cl)c2)cc1
    -0.4%	-7.0%	-0.9%	-7.8%	5.7%	-5.3%
> CCOC(=O)CCC(=O)c1c(C)oc2ccc(OC)cc12
    -6.2%	3.6%	-12.5%	33.3%[activator]	-1.4%	4.3%
> CCCCc1c(O)nc(SCC(=O)N2CCOCC2)n(-c2ccccc2C)c1=O
    2.0%	-3.9%	8.7%	?	-2.1%	3.9%
> C=C(C(=O)Oc1c(C(C)(C)C)cccc1C(C)(C)C)c1ccccc1
    ·	4.8%	6.5%	32.4%[activator]	-4.8%	1.4%

# Part of the list above in order of SMILES length, lowest first.
# The line under a structure holds: LmPK inh	TbPYK inhibitor	HCV inhibitor	Pf growth 96h	Pf growth 48h	Sm TGR inh
> Cc1ccc(CNc2ccc(N3CCOCC3)cc2)cc1
    -5.7%	-16.3%	?	0.0%	-1.5%	-1.7%
> O=C(C(Cc1ccccc1)n1cccc1)N1CCCCCC1 (configuration not stated)
    1.7%	-1.1%	14.7%	-36.3%	3.5%	?
> C=C(C(=O)Oc1c(C(C)(C)C)cccc1C(C)(C)C)c1ccccc1
    ·	4.8%	6.5%	32.4%[activator]	-4.8%	1.4%

# The results go on:
# The line under a structure holds: LmPK inh	TbPYK inhibitor	HCV inhibitor	Pf growth 96h	Pf growth 48h	Sm TGR inh
> CN1CCCN(Cc2ccccc2Br)CC1
    -8.3%	-4.4%	-16.1%	?	15.3%	?
> O=C(O)CNS(=O)(=O)c1ccc2c3c(cccc13)C(=O)N2
    -8.0%	0.6%	21.9%	?	?	-4.7%
> Cc1ccc(Oc2ncnc(N)c2[N+](=O)[O-])cc1
    0.3%	3.8%	31.5%[activator]	26.6%	15.8%	-1.3%
> CCc1ccc(-n2c(C)cc(/C=N/NC(=O)c3ccncc3)c2C)cc1
    -1.6%	2.7%	?	164.4%[activator]	?	·
> Cc1nnc(NC(=O)CCn2cnc3ccccc3c2=O)s1
    3.7%	-0.7%	9.0%	1.8%	7.3%	38.6%[activator]
> O=C(c1cccc(N2C(=O)C3CC=CCC3C2=O)c1)N1CCCCCC1 (configuration not stated)
    -0.8%	-4.3%	5.7%	0.165µM*	4.8%	0.6%
> Fc1ccc(-c2nnn3c2nc(NCc2ccccc2)c2ccccc23)cc1
    5.0%	0.3%&-3.1%	22.8%	12.9%	13.3%	-2.1%&-8.2%
> CC(NC(=O)CN(C)Cc1ccc(Br)cc1)c1ccccc1 (configuration not stated)
    -3.7%	-2.5%	8.9%	-7.1%	0.0%	-6.7%
> O=C(COC(=O)c1cnccn1)c1ccc(Br)cc1
    -1.3%	-6.7%	7.1%	0.3%	20.2%	?
> COc1ccc(NC2CCCN(C(=O)c3ccc(CSC)o3)C2)cc1OC (configuration not stated)
    0.9%	-14.0%	-6.1%	3.5%	0.8%	?
> O=C(O)c1ccc(/C=N/Nc2ccc(S(=O)(=O)N3CCCC3)cc2[N+](=O)[O-])cc1
    10.0%	1.6%	22.2%	8.5%	6.1%	?
> COc1cc(OC)cc(C(=O)Nc2ccc(S(=O)(=O)N3CCOCC3)cc2)c1
    0.0%	1.2%	-6.5%	2.6%	?	26.6%
> CC(C)CC(=O)NC(=S)Nc1nc(-c2cccc3ccccc23)cs1
    2.9%	-5.4%	?	13.1µM*	-5.7%	49.1%[activator]
> Cn1c(CSCc2ccc(Cl)c(Cl)c2)n[nH]c1=S
    -9.9%	?	-0.8%	-12.0%	6.5%	-14.4%
> CCOc1ccc(NC(=S)N2CCn3c(nc4ccccc43)C2)cc1
    -11.4%	·	·	45.5%[activator]	292.8%[activator]	-1.9%
> CN(CC(=O)NC1CC(C)(C)NC(C)(C)C1)S(=O)(=O)c1cc(Cl)ccc1Cl
    -0.4%	-7.2%	-1.1%	41.3%[activator][5.75 µM]	-15.9%	5.8%
> Cc1ccc(S(=O)(=O)Nc2ccc3nc(-c4cccn4C)[nH]c3c2)cc1
    2.3%	-0.1%	11.2µM*	·	?	0.0%
> CCCc1cc(=O)oc2c(C)c(OCC(=O)N3CCC(C(=O)O)(c4ccccc4)CC3)ccc12
    3.1%	4.3%	-7.6%	?	-22.9%	-2.3%
> Cc1ccc(OCCNC(=O)c2ccc(NC(=O)CC3SC(N4CCCC4)=NC3=O)cc2)cc1 (configuration not stated)
    ·	13.0%	0.8%	?	?	-15.3%
> O=C(c1cccc(S(=O)(=O)Nc2ccccc2Cl)c1)N1CCCCCC1
    ·	-3.3%	18.4%	0.0%	?	-13.5%

# A different layout for part of the listing above.
mol: Cn1c(CSCc2ccc(Cl)c(Cl)c2)n[nH]c1=S
  LmPK inh: -9.9% | TbPYK inhibitor: ? | HCV inhibitor: -0.8% | Pf growth 96h: -12.0% | Pf growth 48h: 6.5% | Sm TGR inh: -14.4%
mol: CCOc1ccc(NC(=S)N2CCn3c(nc4ccccc43)C2)cc1
  LmPK inh: -11.4% | TbPYK inhibitor: · | HCV inhibitor: · | Pf growth 96h: 45.5%[activator] | Pf growth 48h: 292.8%[activator] | Sm TGR inh: -1.9%

# (continued)
mol	LmPK inh	TbPYK inhibitor	HCV inhibitor	Pf growth 96h	Pf growth 48h	Sm TGR inh
COc1cccc(/C=C2\SC(=S)N(CC(=O)N(C)C3CCS(=O)(=O)C3)C2=O)c1 (configuration not stated)	4.4%	-2.9%	10.2%	3.6%	-7.1%	-10.0%
Cc1ccccc1N(Cc1ccccc1F)S(C)(=O)=O	0.7%	-3.9%	1.0%	-23.2%	·	4.8%
CCOC(=O)c1c(C)nc2c(c1-c1ccc(OC)cc1)C(=O)CC(C)(C)C2	3.9%	-0.9%	-0.8%	0.0%	-25.6%	-0.6%
NC(=O)c1ccc(N2CCCCC2)c(N2C(=O)CCC2=O)c1	1.1%	-2.7%	-2.2%	32.4%[activator]	17.6%	0.2%
COc1cccc(NC(=O)N2CCC(NC(=O)C(Cc3cccc(C)c3)NC(C)=O)CC2)c1 (configuration not stated)	-4.7%	-8.9%	-4.3%	-1.9%	-8.1%	7.1%
CCOC(=O)c1oc2cc(O)c(CC)cc2c(=O)c1-c1ccc2c(c1)OCCO2	7.0%	-2.4%	?	-2.5%	-21.6%	5.3%
COc1ccc(NC(=O)c2cc(S(=O)(=O)N3CCc4ccccc43)cn2C)cc1OC	1.4%	0.7%	?	26.7%	8.4%	2.9%
O=C(CSc1ccc(-c2ccccc2)nn1)NC1CCCC1	7.2%	-7.1%	·	29.3%	-0.5%	-24.4%
O=C(CSCc1nc2c(nnn2Cc2ccc(F)cc2)c(=O)[nH]1)Nc1cccc(C(F)(F)F)c1	-6.2%	-10.9%	26.1%	3.5%	-7.9%	6.2%[57.1 µM]
Cn1nnnc1SCC(=O)N1CCOCC1	-0.3%	-17.8%	5.4%	?	7.4%	0.1%
CC(C)CN(Cc1cc(=O)oc2cc(-c3ccccc3)c(O)cc12)CC(C)C	-1.9%	-3.5%	14.1µM*	?	0.329µM*	-17.4%
CC1CCCCN1c1cc(C#N)c(C#N)cc1[N+](=O)[O-] (configuration not stated)	-1.6%	-7.4%	5.6%	-1.6%	2.8%	3.1%
O=C(O)c1ccc(/C=N/Nc2ccc(C(F)(F)F)cn2)cc1	-4.4%	-0.8%	15.6%	·	167.7%[activator]	1.8%
Cc1ccc(S(=O)(=O)NCC(c2ccco2)N2CCc3ccccc32)cc1 (configuration not stated)	·	-7.8%	?	?	?	6.6%
COc1ccc(-c2cccc(NS(=O)(=O)c3ccccc3[N+](=O)[O-])c2)nn1	·	-0.3%	-0.9%	-19.6%	5.8%	-2.1%
Cc1cc(=O)[nH]c(SCc2nc3ccccc3n2Cc2ccccc2)n1	3.2%	-0.9%	10.4%	30.2%[activator]	32.0%[activator]	-11.1%
Cc1ccc(-c2nc(NC(=O)c3ccc(S(=O)(=O)N(CCC#N)CCC#N)cc3)sc2-c2ccccc2)cc1	1.5%	-5.2%	11.3%	11.7µM*	-25.1%	-7.9%
O=C(c1ccccc1F)c1cn(CC(=O)N2CCCC2)c2ccccc12	4.7%	?	6.9%	·	21.3%	-18.0%
Cc1ccc(/C=c2\sc3nc(-c4ccccc4Br)nn3c2=O)o1	13.4%	-0.1%	1.6%	11.7µM*	4.3%	44.7µM*
COC(=O)C(Cc1ccc(OC(=O)c2ccccc2Cl)cc1)N1Cc2ccccc2C1=O (configuration not stated)	1.3%	-2.1%	8.4%	47.9%[activator]	86.7%[activator]	-15.2%
Cc1onc(-c2c(F)cccc2Cl)c1C(=O)NCC1COc2ccccc2O1 (configuration not stated)	6.1%	-1.5%	-13.3%	?	-5.9%	-38.8%
S=C(NCc1ccco1)N1CCN(c2nc(-c3ccc(Cl)cc3)cs2)CC1	-4.0%	-0.7%	?	-62.2%	-19.9%	-15.3%
